# mcGAS inh – blocks mouse cGAS activity | Q8C6L5 | recombinant cGAS, Kinase-Glo ATP depletion luminescence | inhibition, % at 12.5 µM | actives 0.15% (n = 160,000) | AID 1259399;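 note: 0% = negative control wells and 100% = reference inhibitor with no enzyme activity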
# hcGAS inh – human cGAS inhibition. Q8N884. recombinant h-cGAS, ATP depletion, Kinase-Glo luminescence. inhibition, % at 12.5 µM. actives 0.081% (n = 290,000);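 note: 0% = vehicle reaction and 100% = reaction without DNA for no activity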
# Target sequence (Q8N884 whole entry, looked up): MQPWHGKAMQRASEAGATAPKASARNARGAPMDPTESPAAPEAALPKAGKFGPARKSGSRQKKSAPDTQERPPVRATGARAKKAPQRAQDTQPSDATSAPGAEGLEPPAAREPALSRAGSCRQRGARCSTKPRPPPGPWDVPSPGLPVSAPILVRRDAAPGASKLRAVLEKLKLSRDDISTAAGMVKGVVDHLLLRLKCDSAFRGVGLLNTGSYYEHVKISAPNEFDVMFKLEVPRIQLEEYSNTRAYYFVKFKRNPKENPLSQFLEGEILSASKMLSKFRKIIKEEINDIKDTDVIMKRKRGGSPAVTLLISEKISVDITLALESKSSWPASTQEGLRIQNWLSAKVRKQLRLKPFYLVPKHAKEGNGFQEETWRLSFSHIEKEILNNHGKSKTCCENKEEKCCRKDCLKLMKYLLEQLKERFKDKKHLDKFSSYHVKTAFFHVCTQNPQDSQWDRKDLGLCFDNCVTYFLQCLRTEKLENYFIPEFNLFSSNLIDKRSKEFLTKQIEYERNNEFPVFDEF
# NPYLR7 agonist – mosquito NPYLR7 agonism. HEK293T NPYLR7/Galpha15, GCaMP6s calcium fluorescence. activation, % at 10 µM. actives 0.15% (n = 270,000). AID 1259423; in the data active = activation above about 40%;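 note: 0% = vehicle and 100% = reference agonist at the receptor; some compounds past the cut are filed as inactive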
# The depositor's hits bear a star; . = no result given; & = joins results of further samples. Cut-off read from the data, not from the text of the source, unless noted: active = inhibition above about 40%; inactive = the rest.
1. O=C(COc1ccccc1F)Nc1ccc2c(c1)NC(=O)CO2
2. CCn1nccc1NC(=O)C1(C)CCN1C(=O)CCc1ccc(Cl)cc1Cl (centres undefined)
3. COc1ccc(C(C2Sc3nc(C)nn3C2=O)N2CCN(CCO)CC2)cc1 (centres undefined)
4. CC(=O)Nc1cc(NC(=O)NC(C)(C)c2cccc(C)c2)ccc1C
5. COC(=O)c1ccccc1NC(=O)Cn1c(=O)nc2c3c4c(sc3ncn21)CC(C(C)(C)C)CC4 (centres undefined)
6. O=C(Cn1cnc(-c2ccccc2)cc1=O)NCCC(c1ccccc1)c1ccccc1
7. Cc1ccc(C(=O)OCc2ccc(Cl)s2)cc1S(C)(=O)=O
8. CC(C)Nc1nc(Oc2ccc(=O)[nH]n2)nc(N(C)C)n1
Assay by compound	1	2	3	4	5	6	7	8
mcGAS inh	-6	-5	.	-10	1	.	-9	.
hcGAS inh	-4	-6	-12	-2	1	-8	-6	1
NPYLR7 agonist	-2	2	0	2	-2	14	-4	2

9. CCOC(=O)Cn1c(O)c(N=NC(=O)CNC(=O)COc2ccccc2)c2ccccc21
10. Cc1csc(SCc2ccccc2C(=O)OC(C)C(=O)Nc2ncnc3nc[nH]c23)n1 (centres undefined)
11. Cc1ccc(C2=NOC(CN(C)C(=O)NC(C)C)C2)cc1 (centres undefined)
12. CN1C(=O)N(Cc2cccnc2)C(=O)C12CCN(Cc1ccc(-c3cccc(Cl)c3)o1)CC2
13. COc1ccc(CNc2ccn3nccc3n2)cc1
14. CC1(C(=O)NS(=O)(=O)c2cccc(Cl)c2)CCN1C(=O)c1ccco1 (centres undefined)
15. Cc1nc2ncccn2c1C(=O)N1CCC2(CCCO2)CC1
16. CCC(CC)N(CCOC)S(=O)(=O)c1ccc(S(N)(=O)=O)cc1
Assay by compound	9	10	11	12	13	14	15	16
mcGAS inh	-4	.	-4	-6	.	.	-2	.
hcGAS inh	-7	-5	-4	-16	-11	-5	-2	9
NPYLR7 agonist	9	-1	-3	22	5	5	1	-8

17. Cc1ccc(-c2nnc(CN(C)C(C)c3ccon3)o2)n1C (centres undefined)
18. Cn1c(=O)c2c(nc(N3CCOCC3)n2CCO)n(C)c1=O
19. c1csc(Cn2nnnc2Sc2ncnc3sccc23)c1
20. CN(C)CCC1CCCNC1 (centres undefined)
21. CCN(CC)C1=CC(=[N+]2CCCC2)CC(C)(C)C1
22. COCCNC(=O)Cn1nc2c(c1NC(=O)c1cnccn1)CSC2
23. CC1CCc2c(sc3[nH]c(=S)n(Cc4ccco4)c(=O)c23)C1 (centres undefined)
24. O=C1CCCN1CC1CCN(C(=O)c2ccc3nc(C4CCCCC4)oc3c2)CC1
Assay by compound	17	18	19	20	21	22	23	24
mcGAS inh	-16	.	.	.	-5	-5	.	.
hcGAS inh	-7	-11	-1	-1	-7	-5	-6	-6
NPYLR7 agonist	3	-2	2	-17	2	-3	-1	2

25. COCCCN(CC(=O)N(CCc1c[nH]c2ccccc12)Cc1ccc(C)cc1)C(=O)Nc1ccc(C)c(Cl)c1
26. COc1cc(CC(=O)N(CCS(C)(=O)=O)C2CC2)ccc1C
27. CN(C)C(=O)c1cccnc1SCc1ccc2ccccc2c1Br
28. COc1ccccc1CCN1CCCC(CN(C)C(=O)Cc2[nH]nc3ccccc23)C1 (centres undefined)
29. COc1ccc(NC(=O)C(C2CCCC2)N2CCN(C(=O)c3ccc(F)cc3F)CC2)cc1 (centres undefined)
30. CCOC(=O)c1nn(-c2ccccc2Cl)c(=O)cc1OCC(N)=O
31. Cc1cccc(COCC2CN(C(=O)c3ccc(C)nc3Cl)CCO2)c1 (centres undefined)
32. COc1cccc(-c2ccccc2NC(=O)C2CCN(Cc3cccc4ncccc34)CC2)c1
Assay by compound	25	26	27	28	29	30	31	32
mcGAS inh	-5	.	.	.	-4	.	.	-8
hcGAS inh	-2	-6	-9	-11	-3	-3	-7	-8
NPYLR7 agonist	25	-1	6	4	-1	12	32	-4

33. CCCNC(=O)N1CCN(c2cccc(F)c2)C(=O)C1C (centres undefined)
34. CCOc1ccc(-n2c(SC(C)c3ccccc3)nc3c(c2=O)SCC3)cc1 (centres undefined)
35. O=C1OCC(CO)(CO)N=C1NNc1ccc(Cl)cc1
36. Cc1cccc(C(=O)NC(C)(C#N)Cn2cc(Br)cn2)n1 (centres undefined)
37. CCCNC(=O)Cn1nc2c(c1NC(=O)C1CC(=O)N(c3ccc(F)cc3)C1)CSC2 (centres undefined)
38. OCC#Cc1ccc(CN2CCC3(CCCN(Cc4ccc(F)cc4)C3)C2)s1 (centres undefined)
39. CCc1nc(Cn2ccnc2-c2ccccc2Cn2cccn2)no1
40. COc1cn(CC(=O)NC(C)C)c(CSc2nc(C)cs2)cc1=O
Assay by compound	33	34	35	36	37	38	39	40
mcGAS inh	1	-6	.	.	-6	.	-8	-6
hcGAS inh	2	-4	-1	-5&1	-9	-10	-5	-4
NPYLR7 agonist	-12	0	-2	4&-10	-11	6	2	-4

41. Cc1nc(NCc2cccc(Cl)c2Cl)n[nH]1
42. COC(=O)c1sccc1S(=O)(=O)Nc1cccc(C=Cc2ccccn2)c1
43. CCCc1nc2c(=O)n(C)c(=O)nc-2n(C)n1
44. CCC(C)N(Cc1ccc(OS(=O)(=O)c2cccc(C(F)(F)F)c2)cc1)C(=O)c1ccccc1C (centres undefined)
45. O=C1Cc2cc(S(=O)(=O)N3CCc4ccccc43)ccc2N1
46. Cc1cccc(C(=O)N2CCN(C(C(=O)Nc3cccc(Cl)c3)C3CCCC3)CC2)c1 (centres undefined)
47. Fc1cccc(CN2CCCn3cccc3C2c2ccc(Cl)c(Cl)c2)c1F (centres undefined)
48. Cc1ccc(CC(=O)C(C#N)c2nc3sc(C)c(C)c3c(=O)[nH]2)cc1 (centres undefined)
Assay by compound	41	42	43	44	45	46	47	48
mcGAS inh	.	0	-2	-6	.	-5	-6	.
hcGAS inh	-6	4	-4	-10	2	-4	-7	1&8
NPYLR7 agonist	8	-4	1	12	-4	-3	15	4&7

# From entry 1 to 14, as listed above:
1. O=C(COc1ccccc1F)Nc1ccc2c(c1)NC(=O)CO2
2. CCn1nccc1NC(=O)C1(C)CCN1C(=O)CCc1ccc(Cl)cc1Cl (centres undefined)
3. COc1ccc(C(C2Sc3nc(C)nn3C2=O)N2CCN(CCO)CC2)cc1 (centres undefined)
4. CC(=O)Nc1cc(NC(=O)NC(C)(C)c2cccc(C)c2)ccc1C
5. COC(=O)c1ccccc1NC(=O)Cn1c(=O)nc2c3c4c(sc3ncn21)CC(C(C)(C)C)CC4 (centres undefined)
6. O=C(Cn1cnc(-c2ccccc2)cc1=O)NCCC(c1ccccc1)c1ccccc1
7. Cc1ccc(C(=O)OCc2ccc(Cl)s2)cc1S(C)(=O)=O
8. CC(C)Nc1nc(Oc2ccc(=O)[nH]n2)nc(N(C)C)n1
9. CCOC(=O)Cn1c(O)c(N=NC(=O)CNC(=O)COc2ccccc2)c2ccccc21
10. Cc1csc(SCc2ccccc2C(=O)OC(C)C(=O)Nc2ncnc3nc[nH]c23)n1 (centres undefined)
Assay by compound	1	2	3	4	5	6	7	8	9	10
mcGAS inh	-6	-5	.	-10	1	.	-9	.	-4	.
hcGAS inh	-4	-6	-12	-2	1	-8	-6	1	-7	-5
NPYLR7 agonist	-2	2	0	2	-2	14	-4	2	9	-1

11. Cc1ccc(C2=NOC(CN(C)C(=O)NC(C)C)C2)cc1 (centres undefined)
12. CN1C(=O)N(Cc2cccnc2)C(=O)C12CCN(Cc1ccc(-c3cccc(Cl)c3)o1)CC2
13. COc1ccc(CNc2ccn3nccc3n2)cc1
14. CC1(C(=O)NS(=O)(=O)c2cccc(Cl)c2)CCN1C(=O)c1ccco1 (centres undefined)
Assay by compound	11	12	13	14
mcGAS inh	-4	-6	.	.
hcGAS inh	-4	-16	-11	-5
NPYLR7 agonist	-3	22	5	5

# Part of the list above, limited to NPYLR7 agonist and mcGAS inh.
item | SMILES | NPYLR7 agonist | mcGAS inh
43 | CCCc1nc2c(=O)n(C)c(=O)nc-2n(C)n1 | 1 | -2
44 | CCC(C)N(Cc1ccc(OS(=O)(=O)c2cccc(C(F)(F)F)c2)cc1)C(=O)c1ccccc1C (centres undefined) | 12 | -6

# (further entries)
49. CSC(=NCc1ccc(Cl)cc1Cl)C(C#N)C#N
50. Cc1csc2nc(O)c(C(=O)NCCOCCO)c(=O)n12
51. Cn1c(=O)c2c(n(C)c1=O)n1c(-c3ccc(OCc4ccccc4)cc3)nnc1n2C
52. COc1ccc(NC(=O)c2cc(C3CCCCN3C(=O)CCCc3ccccc3)on2)c(C)c1 (centres undefined)
53. O=C(Nc1nnc(SCc2ccccc2C(F)(F)F)s1)c1ccccc1Cl
54. Cc1nc(CN2C[C@H]3OC(=O)N(CCCN4CCOCC4)[C@H]3C2)no1
55. Cc1nc(NCCNC(=O)Nc2ccc(C)c(F)c2)cc(N2CCCC2)n1
56. CC(=O)/C(CN1CCCCC1)=N\O
Assay by compound	49	50	51	52	53	54	55	56
mcGAS inh	.	-3	.	-7	-6	-11	.	-7
hcGAS inh	-12&-8	-3	-4	-4	0	-6	-2	-2
NPYLR7 agonist	4&4	-1	6	-3	.	10	-2	-12

57. O=C(Nc1ccc(-c2cscn2)cc1)C1CCCN(Cc2ccc3c(c2)CCO3)C1 (centres undefined)
58. CC(C)N(CC(=O)N(CCc1c[nH]c2ccccc12)Cc1ccc(C(F)(F)F)cc1)C(=O)Nc1ccccc1F
59. O=C(NS(=O)(=O)c1ccc(Cl)cc1)C1CC1
60. Cc1ccc(-n2nc3c(c2NC(=O)c2ccc(C)c(C)c2)CS(=O)(=O)C3)c(C)c1
61. Cc1ccc(-c2nc3scc(CCNC(=O)Cc4ccccc4)n3n2)cc1
Assay by compound	57	58	59	60	61
mcGAS inh	-10	-8	-15	.	-1
hcGAS inh	-2&-8	-7	-6	-6	1
NPYLR7 agonist	21	20	-3	2	23

# Source: PubChem BioAssay
